Source: PubChem
CHX counter: affects cycloheximide protein synthesis inhibition readout, counter-screen; cell reporter, cycloheximide protein synthesis inhibition counterscreen; max response, %; 12% of 300,000 active; AID 2314; in the data active = max response mostly above about 13%, no sharp cut-off; inactive = mostly below about 14%; also: read at 38.3 µM for the half of the compounds with a filed dose; 0% is about no effect
Giardia FBPA inh: Giardia lamblia aldolase inhibition | A8B2U2 | purified Giardia FBPA | Potency, µM (doses to about 59.6 µM), without a hit: at the top dose activity, negative = inhibition, most hits filed as inhibitors | 0.71% of 290,000 active; also: potency is read from the fitted curve at half-maximal effect; % is scaled to controls: 0 for no effect and ±100 for the full control effect; nearly all actives have a fitted effect of over 55% in size
Target sequence (A8B2U2 whole entry, looked up): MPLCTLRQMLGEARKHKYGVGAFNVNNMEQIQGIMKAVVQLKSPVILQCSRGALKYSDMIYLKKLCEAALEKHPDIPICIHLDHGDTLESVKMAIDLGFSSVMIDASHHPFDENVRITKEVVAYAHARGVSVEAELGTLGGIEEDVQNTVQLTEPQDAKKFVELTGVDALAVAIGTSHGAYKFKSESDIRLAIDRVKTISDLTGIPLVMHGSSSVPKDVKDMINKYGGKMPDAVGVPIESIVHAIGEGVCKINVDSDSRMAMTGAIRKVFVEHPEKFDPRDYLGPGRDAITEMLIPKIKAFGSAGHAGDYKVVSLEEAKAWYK
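40 nM FBPA preincubated 10 min at RT with compound (up to 57.5 uM final), then substrate plus GAPDH/TPI/NAD/arsenate coupling and diaphorase/resazurin added. Fluorescence read after 20 min at RT, 525/598 nm.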
Pf growth 48h: P. falciparum growth inhibition at 48 hours (one generation); 5.9% of 310,000 active; P. falciparum luciferase growth in erythrocytes, 48 h; Potency, µM (series often up to 28.7 µM), for inactives: at the top dose activity change, negative = inhibition, hits mostly inhibitors; AID 504832; also: potency is read from the fitted curve at half-maximal effect; % is scaled to controls: 0 for no effect and ±100 for the full control effect
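Erythrocytes infected with P. falciparum carrying an integrated firefly luciferase reporter (2% hematocrit, 0.1% parasitemia final) were exposed to compounds in RPMI 1640 with 0.5% Albumax at 37 C, 5% CO2. Growth inhibition was scored as reduced luminescence.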
Sm TGR block: blocks Schistosoma mansoni thioredoxin glutathione reductase | Q962Y6 | purified TGR, DTNB reduction, TNB absorbance 405 nm | Potency, µM (top dose mostly 114 µM), for the others: at the highest dose activity change, negative = inhibition, hits mostly inhibitors | 3% of 360,000 active; also: potency is read from the fitted curve at half-maximal effect; % is scaled to controls: 0 for no effect and ±100 for the full control effect; nearly all actives have a fitted effect of over 60% in size
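First, TGR (20 nM dispensed) and NADPH were mixed with compound. Second, a 15 min room-temperature incubation followed. Third, further NADPH and then DTNB were added to start the reaction. Finally, TNB absorbance was monitored kinetically.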
Pf growth 96h: inhibits malaria parasite growth, 96 h | P. falciparum luciferase reporter growth, 96 h | Potency, µM (doses to about 28.7 µM), for inactives: top-dose activity change, negative = inhibition, usual class: inhibitors | AID 504834 | 6.9% of 320,000 active; also: potency is read from the fitted curve at half-maximal effect; % is scaled to controls: 0 for no effect and ±100 for the full control effect
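Parasite growth measured via integrated firefly luciferase reporter in P. falciparum. Infected erythrocytes at 2% hematocrit, 0.05% parasitemia final were treated 96 hours at 37 C under 5% CO2, and luminescence was read.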
Shiga toxin inh: Shiga toxin inhibition. Vero cells, Shiga toxin protein synthesis inhibition reporter. inhibition, % at 38.7 µM. 9.2% of 290,000 active. AID 2315; in the data active = inhibition mostly above about 28%, no sharp cut-off; inactive = mostly below about 43%; also: 0% is about no effect
Starred values were filed as active, the others as inactive; i = inactive; ? = inconclusive; · = not tested or not shown; & = joins results of further samples; [ ] = dose if it differs, or a comment. Unless noted, calls follow the shape of the dose curve; as a rule, active = well fitted curve in the direction sought with a large enough effect; inconclusive = small, poorly fitted or top-dose-only effect, or another doubt; inactive = no such curve, though single readings can be large; an effect the other way counts as inactive or inconclusive.

Structure	CHX counter	Giardia FBPA inh	Pf growth 48h	Sm TGR block	Pf growth 96h	Shiga toxin inh
Cc1noc(NS(=O)(=O)c2ccc(NC(=O)c3ccc(N4C(=O)c5ccccc5C4=O)cc3)cc2)c1C	-1	11%	0%	-9%	?	-16
O=C(NC1CCCCCC1)C(=S)N1CCCC1	0	1%	-6%	5%	1%	-1
CC1(CO)COC2(OC1)C(=O)Nc1ccccc12 (stereo not drawn)	·	·	-20%	-4%	?	·
CC(=O)NS(=O)(=O)c1ccc(NC(=O)/C=C/c2ccco2)cc1	-3	30%	4%	3.5µM*	52%[activator]	3
CCC(C)NC(=O)CS(=O)Cc1nc(-c2cccc(C)c2)oc1C (stereo not drawn)	4	1%	·	25µM*	33%[activator]	15
Oc1ccccc1/C=N/Nc1cccc2cccnc12	30*	·	166%[activator]	-14%	37%[activator]	101*
CCN(CC(=O)Nc1ccc(NC(C)=O)cc1)C(=O)c1n[nH]c(=O)c2ccccc12	-2	9%	20%	2%	42%[activator]	-17
COCC1CCCCN1C(=O)c1cccc(OC2CCN(S(C)(=O)=O)CC2)c1 (stereo not drawn)	16*	·	27%	-2%	?	16

Exported with two lines to a compound: 3 of the compounds above
Every second line gives: CHX counter | Giardia FBPA inh | Pf growth 48h | Sm TGR block | Pf growth 96h | Shiga toxin inh
> CC1(CO)COC2(OC1)C(=O)Nc1ccccc12 (stereo not drawn)
 : · | · | -20% | -4% | ? | ·
> CC(=O)NS(=O)(=O)c1ccc(NC(=O)/C=C/c2ccco2)cc1
 : -3 | 30% | 4% | 3.5µM* | 52%[activator] | 3
> CCC(C)NC(=O)CS(=O)Cc1nc(-c2cccc(C)c2)oc1C (stereo not drawn)
 : 4 | 1% | · | 25µM* | 33%[activator] | 15

The list continues:
Structure	CHX counter	Giardia FBPA inh	Pf growth 48h	Sm TGR block	Pf growth 96h	Shiga toxin inh
O=C(NC1CCCCC1)c1ccc(-c2cccc([N+](=O)[O-])c2)o1	56*	?	2%	-13%	?	74*
CCN1C(=NCCCOC(C)C)N[C@@H](c2ccccc2)[C@H](C(=O)OC)[C@H]1C	-3	-8%	17%	-11%	?	-7
CCCc1cc2c(=O)c(-c3ccc4c(c3)OCCO4)coc2cc1OC(=O)c1ccco1	30*	0%	73%[activator]	2%	74%[activator]	98*
COC(=O)c1cc(NC(=O)CN2C(=O)C(=O)N(C3CCCC3)C2=O)cc(C(=O)OC)c1	·	·	4%	2%	-14%	·
Cc1ccsc1C(=O)NCC(=O)OCc1ccccc1	30*	·	4%	-14%	39%[activator]	61*
O=c1cccc2n1C[C@@H]1C[C@@H]2CN(CC(O)c2ccc([N+](=O)[O-])cc2)C1 (stereo partly drawn)	-6	-3%	14%	-5%	11%	-7
Cc1ccc2c(n1)sc1c(-c3ccccc3)c(C#N)c(N)nc12	-1	0%	-18%	2%	84%[activator]	-15
CCc1cc(C(c2ccc(OC)c(OC)c2)N2CCOCC2)c(NC(=O)c2ccccc2)s1 (stereo not drawn)	2	6%	?	2.5µM*	?	-19
CN(CCC#N)C(=O)COC(=O)c1cccnc1Nc1ccccc1F	16*	4%	-10%	-15%	25%	21
CC1(C(=O)NCc2ccccn2)C=CCN1C(=O)c1ccccc1 (stereo not drawn)	9	0%&0%	23%	0%	-5%	25
Cc1cc(C)nc(N2CCC(C(=O)NCc3ccco3)CC2)n1	-2	0%	21%	-2%	-7%	-12
O=C(NCCCN1CCOCC1)C(=O)NCc1ccccc1	-5	4%	28%	0%	-11%	11
CCN(CC)C(=O)N[C@H]1C[C@@H]2c3cccc4[nH]cc(c34)C[C@H]2N(C)C1	-3	-11%	?	-10%	0.93µM*	-10
O=C1c2ccccc2C(=O)C1c1ccc(Cl)cc1	27*	·	?	-17%	?	47
Nc1nnc(-c2ccccc2Cl)s1	23	6%	?	0%	?	25
O=C(CSCc1ccccc1)Nc1ccc(S(=O)(=O)Nc2ncccn2)cc1	-6	-19%	14%	-4%	-12%	-13
c1ccc(CN2CCOCCOCCOCC2)cc1	-2	3%	-4%	-1%	8%	20
Cc1ccc(S(=O)(=O)N2CCN(c3ccccc3)CC2)cc1	-3	11%	31%[activator]	-7%	-7%	·
CCn1c(=O)cc(SCC(=O)Nc2ccc(C)cn2)c2ccccc21	14	3%	7%	2%	?	11
CCN(c1ccccc1)S(=O)(=O)c1cccc(C(=O)NCC(c2cccs2)N2CCOCC2)c1 (stereo not drawn)	·	·	15µM*	-14%	?	·
CC(C)c1nn2c(=O)cc(O)nc2s1	1	1%	1%	7%	?	-8
CCNC(=O)c1cccc(NC(=O)C2CC(=O)N(CCc3ccccc3)C2)c1 (stereo not drawn)	·	·	18%	-17%	9%	·
Cc1cc(Cl)ccc1OCCCC(=O)NCc1cccs1	-1	-5%	?	0%	?	-15
Cc1ccc(NC(=O)NNC(=O)Cn2nc(-c3ccccc3)c(-c3ccccc3)c(C#N)c2=O)cc1	-3	15%	?	20%	?	-3
Fc1ccc(OCc2nn3cnnc3s2)cc1	-2	6%	18%	2%	·	-6
C=CCn1c(C(C)NC(=O)COC)nc2ccccc21 (stereo not drawn)	-2	-1%	5%	-1%	21%	-9
CCn1cc(C(=O)NCc2ccccc2OC)c(=O)c2cc(S(=O)(=O)N(C)C)ccc21	3	7%	?	-3%	10µM*	-7
CN(C(=O)COC(=O)CNC(=O)c1cccs1)c1c(N)n(Cc2ccccc2)c(=O)[nH]c1=O	·	·	41%[activator]	19%	?	·
CC1=C(CC(=O)O)c2cc(F)ccc2C1=Cc1ccc(S(C)(=O)=O)cc1	·	·	?	?	-17%	·
O=C(O)CN1C(=O)Nc2ccc(Br)cc2C1c1ccccc1 (stereo not drawn)	-1	16%	·	24%[11.4 µM]	6%	-19
COc1ccc(Nc2c(C)cccc2C)cc1	-5	0%	0%	0%	1%	-10
COc1ccc2c(c1)c(=O)oc1c(C)c(OC(C)C(=O)N[C@@H](Cc3c[nH]c4ccc(O)cc34)C(=O)O)ccc12 (stereo partly drawn)	-3	-20%	?	?	?	4
COc1cccc(-c2nn(-c3ccc(C)cc3)cc2C(=O)NCC(c2cccs2)N2CCOCC2)c1 (stereo not drawn)	·	·	3.3µM*	-18%	?	·
COC(=O)COC(=O)c1ccc(O)cc1	19	0%	18%	-18%	?	3
CC(/C=C/c1ccccc1)=N\NC(N)=S	27*	-7%	10µM*	8%	?	52*
Cc1cc(C)nc(N2N=C(c3ccccc3)CC2=O)n1	17	-24%	21%	26%	?	27
O=C(COc1ccccc1Br)N1CCNC1=O	·	·	-23%	0%	?	·
O=C(Nc1ccc(NC(=O)c2ccccc2Br)cc1)c1ccccc1	16	4%	41%[activator]	1%	-2%	15
COc1ccc(C(=O)Nc2ccc3[nH]c(-c4cccc(OC)c4)cc(=O)c3c2)cc1	1&-2	2%&3%	7%	0%	9%	-13
CN1C(=O)c2ccc(C(=O)NCc3ccc4c(c3)OCO4)cc2C1=O	-3	6%	-14%	1%	14%	-11
CCC(C)[C@H]1CNC(=O)C(=O)N1CCCc1cc(OC)c(OC)c(OC)c1 (stereo partly drawn)	-4	0%	1%	0%	-1%	-1
Cc1ccc(C(=O)NCC(=O)OCCCn2c(=O)[nH]c3ccccc32)cc1	·	·	?	1%	17%	·
CCOC(=O)c1cnc2sccn2c1=O	-2	7%	1%	-2%	55%[activator]	-3
CC(=O)c1ccc(OCC(C)C)c(Cc2c(O)nc(N)[nH]c2=O)c1	-2	11%	18%	1%	48%	-8
NNC(=S)Nc1c(F)cc(F)cc1Br	2	-11%	-29%	-20%	?	-6
N#Cc1ncc(-c2ccc3c(c2)OCCOCCOCCOCCO3)nc1C#N	0	-1%	?	-15%	12µM*	15
CCOC(=O)C1CCCN(C(=O)Nc2cccc(Cl)c2)C1 (stereo not drawn)	11	-17%	16%	-8%	?	-3
COc1ccc(-c2nnc(NC(=O)c3ccc(S(=O)(=O)N4CCc5ccccc5C4)cc3)o2)cc1	-3	?	?	8%	-28%	-6
CC(C)Oc1ccc(C(=O)NC2CCCCC2)cc1	47*	-2%	127%[activator]	-4%	·	65
C=Cc1ccc(COC(=O)c2cn(CC)c3nc(C)ccc3c2=O)cc1	-2	5%	9%	-8%	-29%	20
CCOCCCNC(=O)CN1CCN(S(=O)(=O)c2ccc3c(c2)CCC3)CC1	·	·	24%	-2%	?	·
CN(Cc1ccccc1)C(=O)Nc1ccccc1	15	-6%	13%	3%	·	18
Cc1cc(S(=O)(=O)NCCCN2CCOCC2)ccc1F	-1	3%	10%	4%	?	3
CCC(=O)NNc1ncnc2ccccc12	1	0%	23%	3%	28%	-9
CCCCCCOC(=O)C1(O)CC2OC1(C)n1c3ccccc3c3c4c(c5c6ccccc6n2c5c31)C(=O)NC4 (stereo not drawn)	11	1%[2.35 µM]	·	·	·	i
CC1CCCN(c2nc3c(c(=O)[nH]c(=O)n3C)n2CCSc2ncccn2)C1 (stereo not drawn)	-1	2%	9%	33%	0%	1

Following part
Structure	CHX counter	Giardia FBPA inh	Pf growth 48h	Sm TGR block	Pf growth 96h	Shiga toxin inh
OC(CNC1CCCCCCC1)c1ccccc1 (stereo not drawn)	-3	?	?	1%	?	-4
Cc1cc(C)cc(NC(=S)N2CCN(CCO)CC2)c1	-1	1%	4%	2%	36%[activator]	2
CCOC(=O)C(C)Sc1nnc2c3ccccc3n(C)c2n1 (stereo not drawn)	-2	4%	49%[activator]	6%	?	9
Cc1ccc(NC(=S)N(CCCN2CCOCC2)Cc2ccco2)cc1Cl	-3	1%	-9%	-4%	?	12
O=C1CC(C2CCCO2)C(=O)N1c1ccccc1 (stereo not drawn)	-3	2%	-16%	0%	?	9
CCOC(=O)C1CCCN(C(=O)c2ccc(S(=O)(=O)N3CCOCC3)cc2)C1 (stereo not drawn)	·	·	-18%	-4%	-11%	·
COc1ccc(C2C(C#N)=C(N)OC3=C2C(=O)CC(C)(C)C3)cc1Cn1nc(C)c([N+](=O)[O-])c1C (stereo not drawn)	-2	-4%	?	-3%	-28%	-9
Cc1ccc(C)c(OCc2cc(C(=O)N(C)Cc3nccn3C)no2)c1	30	·	-17%	-4%	13%	39
COCCCNc1nc2c(c(=O)n(Cc3ccc(F)cc3)c(=O)n2C)n1C	-3	-8%	-8%	-1%&-1%	?	-14
COc1ccccc1NC(=O)c1sc(Cl)nc1C	1	19%	?	-19%	?	11
Cc1ccc(C)c(N2CCN(S(=O)(=O)c3cc4c(cc3Cl)NC(=O)CO4)CC2)c1	-2	-1%	-2%	-19%	?	-4
COc1ccc(NC(=O)N2CCCC(C(=O)NCc3ccccc3F)C2)cc1 (stereo not drawn)	0	9%	-1%	-14%	-15%	-2
CS(=O)(=O)c1ccc(NS(=O)(=O)c2ccc3ccccc3c2)cc1	-2	6%	-12%	-4%	55%[activator]	-6
